Yeast growth inh: yeast BB579 growth reduction in restrictive medium. inhibition, % at 10 µM. S. cerevisiae BB579 growth, OD615, 48 h. AID 804. 140,000 compounds, 0.51% hits;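 active = inhibition above a set limit, 3 SD over the mean compound inhibition, cut at about 44% in these data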; note: inactives centre near -24
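Test system: S. cerevisiae DeaD strain BB579 yeast; Medium: restrictive CSMM-D medium; Compound: one dose, 10 µM compound with 0.25% DMSO; Incubation: 4 h cell preincubation, 48 h compound exposure, 30 °C humidified; Signal: OD at 615 nm; Benchmarks: amphotericin B at 10 µg/mL as positive control.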
MRP-1 activ: activators of MRP-1 | 140,000 compounds, 0.61% hits | H69AR cells + doxorubicin, viability rescue, CellTiter-Glo | AID 799 | viability increase, % at 10 µM;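 active = viability gain under doxorubicin at or above a set limit, the compound median plus 3 SD, cut at about 4.7% in these data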;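 note: MRP-1 overexpressing cells given doxorubicin 25 µM after compound pretreatment; 18-22 h compound pretreatment then 72 h with doxorubicin before readout; 0% = doxorubicin-only wells and 100% = vehicle-treated cells without doxorubicin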
PTEN del growth: growth suppressors of cells with PTEN tumor suppressor deletion; HCT116 PTEN-null viability, CellTiter-Glo, 60 h; active compounds read low; viability, % at 10 µM; 140,000 compounds, 1.2% hits; AID 827;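 active = viability at or below a set limit, 4 SD under the median of all tested compounds, cut at about 3.7% in these data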;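 note: PTEN knockout HCT116 line with beta catenin targeted HCT116 as companion control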
E-sel TNF inh: blocks E-selectin expression induced by TNF alpha | 120,000 compounds, 0.71% hits | HUVEC TNFa-induced E-selectin immunofluorescence, high content | inhibition, % at 2 µM;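 active = inhibition above the batch mean plus 3 SD, and confirmed as a hit on visual image review, cut at about 43% in these data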;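 note: 0% = TNF-stimulated DMSO wells and 100% = unstimulated control wells; not every result past the cut was called active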
Phagocytosis inh: macrophage phagocytosis inhibition; 110,000 compounds, 0.07% hits; inhibition, % at 5 µM; J774A.1 macrophage IgG-bead phagocytosis, imaging; AID 1029;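 active = inhibition above the mean of the plate negative controls plus 5 SD, cut at about 13% in these data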;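 note: phagocytic index as fraction of beads internalized from green versus red external bead signal; plate controls were DMSO negative control for no effect and cytochalasin-D positive control for full effect; some results beyond the cut were filed as inactive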
Yeast lifespan up: yeast lifespan extension | inhibition of the nicotinamide effect, % at 10 µM | S. cerevisiae growth with nicotinamide, OD615; deaD strain in restrictive glucose medium | 130,000 compounds, 0.68% hits;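 active = inhibition above a set limit, placed 3 SD over the median of all compounds, cut at about 26% in these data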;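 note: 0% = nicotinamide-treated wells and 100% = cells grown without nicotinamide; some compounds called inactive have numbers as strong as hits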
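Buffer or medium: CSMM-D glucose medium, restrictive; test system: modified budding yeast, DeaD strain; compound: single dose 10 µM compound, 0.25% DMSO; schedule: culture preincubation 4 h, compound exposure 48 h, both 30 °C; detection: optical density (absorbance) at 615 nm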
Measles CPE: protection of cells from measles virus. protection (pct of control), % at 4 µM. 140,000 compounds, 1.5% hits. AID 841. Measles virus-infected cells, CPE protection, absorbance; in the data active = protection mostly above about 24%, no sharp cut-off; inactive = mostly below about 26%; note: some compounds called inactive have numbers as strong as hits
GALR2 antag: GALR2 (human) receptor antagonism; O43603; GALR2-expressing cells, antagonist mode; inhibition, % at 4 µM; 140,000 compounds, 0.39% hits; in the data active = inhibition above about 27%;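 note: cells stimulated with galanin 1-16 at roughly its EC80; 0% = agonist challenge control and 100% = basal control without agonist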
Target sequence (O43603 whole entry, looked up): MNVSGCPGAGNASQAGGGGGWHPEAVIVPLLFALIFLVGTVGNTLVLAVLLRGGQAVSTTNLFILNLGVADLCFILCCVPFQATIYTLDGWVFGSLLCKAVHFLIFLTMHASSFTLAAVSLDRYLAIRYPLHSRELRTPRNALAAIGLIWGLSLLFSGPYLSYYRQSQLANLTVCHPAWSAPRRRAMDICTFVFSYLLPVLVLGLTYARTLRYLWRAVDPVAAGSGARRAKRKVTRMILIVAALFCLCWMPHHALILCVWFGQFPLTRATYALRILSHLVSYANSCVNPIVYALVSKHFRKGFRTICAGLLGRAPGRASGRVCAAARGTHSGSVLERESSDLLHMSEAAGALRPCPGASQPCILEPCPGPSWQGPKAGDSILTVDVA
NPY-Y2 antag: NPY-Y2 (human) receptor antagonism. P49146. NPY-Y2 expressing cells, antagonist mode. inhibition, % at 2.7 µM. 140,000 compounds, 0.99% hits. AID 793; in the data active = inhibition above about 17%;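 note: 0% = vehicle with agonist challenge and 100% = reference antagonist with challenge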
Target sequence (P49146 whole entry, looked up): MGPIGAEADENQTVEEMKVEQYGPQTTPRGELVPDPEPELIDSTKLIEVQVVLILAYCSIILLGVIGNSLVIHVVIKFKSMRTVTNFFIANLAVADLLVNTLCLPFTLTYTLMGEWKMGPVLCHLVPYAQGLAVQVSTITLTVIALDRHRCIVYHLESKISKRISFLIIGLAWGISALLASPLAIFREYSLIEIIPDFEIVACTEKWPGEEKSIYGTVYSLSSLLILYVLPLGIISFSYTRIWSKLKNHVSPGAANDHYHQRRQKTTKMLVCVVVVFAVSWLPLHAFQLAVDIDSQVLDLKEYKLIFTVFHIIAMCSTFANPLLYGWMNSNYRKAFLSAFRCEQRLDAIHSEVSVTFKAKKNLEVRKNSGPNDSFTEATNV
bCat KO growth: beta-catenin-lacking colon tumor cell growth suppression | HCT116 beta-catenin knockout viability, CellTiter-Glo, 60 h; active compounds read low | 140,000 compounds, 1.5% hits | viability, % at 10 µM;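 active = viability at or under a set limit, the compound median less 4 SD, cut at about 6% in these data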;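 note: 0% = Hyamine 1622 control at 20 µM and 100% = untreated cell control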
* marks the source's active call; other numbers are inactive results; . = no result given. Compounds as they come, and some 6.1% of all compounds hit somewhere here.

mol,Yeast growth inh,Measles CPE,E-sel TNF inh,PTEN del growth,Phagocytosis inh,bCat KO growth,MRP-1 activ,GALR2 antag,NPY-Y2 antag,Yeast lifespan up
O=C(NC12CC3CC(CC(C3)C1)C2)N1CCN(c2ccccn2)CC1,-41.0,9.1,-2.5,94.6,0.8,89.2,-2.2,-5.2,0.7,-5.0
CC1CN(c2nc3ccccc3nc2C(C#N)C(=O)NCc2ccc3c(c2)OCO3)CC(C)O1 (centres undefined),-90.9,12.9,-7.6,82.2,0.0,91.6,1.9,-17.3,3.8,8.2
COC(=O)Nc1ccc(C)c(NC(=O)OC)c1,0.6,15.8,.,92.2,-1.2,88.2,-1.0,-6.2,1.7,-5.1
CCOC(=O)Cn1c(C)c(Br)c(=O)c2cccc(C)c21,-26.1,7.8,-7.0,100.0,1.0,94.2,-1.6,4.0,3.8,-9.0
Cc1cccc(NC(=O)CCN2C(=O)C3C4C=CC(C4)C3C2=O)n1 (centres undefined),-24.6,5.7,.,112.3,-1.0,93.6,-0.4,-8.4,1.2,1.8
CCCOC(=O)c1ccc(OCC(O)Cn2c(C)nc3ccccc32)cc1 (centres undefined),20.8,9.7,19.5,15.7,1.4,13.4,-2.9,26.6,2.6,-6.5
CCOc1ccccc1N(CC(=O)NC1CCCC1)C(=O)CCC(=O)Nc1cc(C)on1,-39.1,3.8,-3.3,93.1,0.2,95.7,-2.8,10.6,1.2,-4.8
CCOC(=O)c1c(NC(=O)Nc2ccc(Cl)cc2)sc(C)c1C,-50.9,2.8,-33.7,93.6,.,96.1,-3.5,10.0,-0.4,2.2
CCC(C(=O)NC1CCCC1)N(C(=O)Cn1nnc(-c2ccc(C)o2)n1)C(C)(C)C (centres undefined),-30.7,10.0,-50.7,93.3,0.5,85.7,-1.8,12.1,0.8,-16.3
COc1ccc(C(=O)Nn2c(SCc3ccc([N+](=O)[O-])cc3)nc3ccccc3c2=O)cc1,-25.1,12.3,-17.8,75.4,-3.3,93.5,0.1,14.4,3.2,-2.2
O=C(NCc1ccco1)c1ccc(CS(=O)(=O)c2cccc(C(F)(F)F)c2)o1,-63.1,.,22.1,97.5,-2.4,98.1,-1.6,-8.3,-1.0,-16.6
O=S(=O)(c1cccc(NC(=S)N2CCN(c3cccc(Cl)c3)CC2)c1)C(F)F,-24.9,8.6,.,73.6,8.3,85.8,-1.8,8.0,-2.5,0.0
O=C(COC(=O)C1CC(O)CN1S(=O)(=O)c1ccc(Cl)cc1)c1ccccc1Cl (centres undefined),-21.5,7.5,0.5,101.9,-4.2,96.2,-0.4,14.6,0.4,2.9
CC1CC(=O)NN=C1c1ccc(NCCO)c([N+](=O)[O-])c1 (centres undefined),-15.0,4.6,-20.9,91.9,-1.5,91.3,-2.0,-5.6,77.6*,-1.5
COCCn1nnnc1C(c1ccc(C)cc1)N1CCN(Cc2ccc3c(c2)OCO3)CC1 (centres undefined),-30.5,3.7,-21.1,93.6,-0.6,90.3,-1.0,6.1,-0.5,2.1
O=C(Nc1nc(SCc2ccc(F)cc2)ns1)c1ccco1,-32.2,18.0,-24.5,92.4,.,104.8,1.0,10.6,1.7,.
COc1cccc(/C=C2\N=C(SC)SC2=O)c1OC,-40.3,19.7,20.2,96.4,-1.6,92.3,-3.5,-9.4,2.9,-2.3
CC(C)Nc1ncnc2c1cnn2-c1ccccc1,7.7,1.7,.,69.4,.,70.0,-1.0,8.7,0.2,-7.2
CCOC(=O)c1ccccc1NS(=O)(=O)c1ccc(OC)cc1,-33.0,14.3,12.3,15.6,.,17.6,-6.6,15.9,2.8,.
O=C1CC(c2ccco2)=Nc2ccccc2N1,-30.0,3.6,7.4,95.2,.,85.3,-1.4,-2.0,3.0,.
CCOc1ccc(C(=O)Nc2cccc(C(=O)O)c2C)cc1Cl,11.2,1.7,.,103.8,1.6,92.3,-1.0,-7.9,-0.5,4.2
CCOc1ccc(C(=O)c2cc([N+](=O)[O-])ccc2Cl)cc1,8.4,9.8,5.9,68.0,-5.3,71.2,-3.6,-10.7,3.1,8.7
Cc1ccc(Cn2nnc3c(=O)n(CC(=O)N4CCCCC4)cnc32)cc1,-16.2,6.5,.,84.6,1.8,89.8,-2.0,-7.8,0.9,-24.0
COc1ccc(C(C)NC(=O)c2ccc(Br)cc2)cc1OC (centres undefined),7.8,8.5,.,94.9,-2.8,93.1,0.7,-0.3,0.7,2.0
O=C(CCCn1c(=S)[nH]c2cc3c(cc2c1=O)OCO3)N1CCN(c2ncccn2)CC1,-47.9,4.6,-56.1,91.4,.,89.0,-2.1,3.0,-1.2,-17.7
CC[C@H](C)C1NC(=O)[C@H](CC(=O)O)NC(=O)c2cc([N+](=O)[O-])cc(I)c2NCCC(C(N)=O)NC1=O (some centres undefined),-17.2,5.0,-35.4,89.1,.,91.7,-1.0,-15.1,1.5,1.6
CC(=O)c1cccc(NC(=O)CN2C(=O)C3C4C=CC(C4)C3C2=O)c1 (centres undefined),-9.0,9.4,31.9,100.5,1.7,98.7,-1.0,-10.3,3.0,-1.9
O=S(=O)(NCCc1ccccc1F)c1cccc(S(=O)(=O)N2CCOCC2)c1,-52.5,7.8,12.8,65.6,0.3,73.9,-1.3,0.7,0.2,-4.9
O=C(O)c1ccc(C(=O)c2ccc3c(c2)C(=O)N(Cc2ccco2)C3=O)cc1,12.6,18.1,-38.5,94.5,0.5,96.6,-1.2,-0.5,2.0,-3.6
O=C(NC(=S)Nc1ccc(N2CCOCC2)cc1)c1ccc(Cl)cc1,-45.1,8.5,.,95.0,-1.0,97.2,-1.4,8.0,4.9,1.4
O=c1oc(-c2cccc(S(=O)(=O)N3CCOCC3)c2)nc2ccccc12,-13.2,11.6,-26.7,92.7,4.6,105.8,-1.2,-6.5,0.8,-10.7
COc1cccc(C2C(C(=O)Nc3cccnc3)=C(C)Nc3nnnn32)c1OC (centres undefined),-4.6,5.7,.,80.1,-1.7,74.3,-2.8,6.1,-0.5,-4.0
Cc1cc(NC(=O)CCC(=O)N(c2ccccc2)C(C(=O)NC2CCCC2)c2cccs2)no1 (centres undefined),-77.9,14.0,.,86.4,-2.1,78.4,0.8,-0.1,-3.5,-1.1
COc1ccc(N(CC(O)Cn2c(C)nc3ccccc32)S(=O)(=O)c2ccccc2)cc1 (centres undefined),-9.3,17.4,23.6,102.6,1.8,94.7,-2.2,-2.1,-1.4,3.9
COc1ccc(C(=O)c2cc(C(C)=O)c(Nc3ccccc3)s2)cc1,-45.2,4.6,.,73.5,-4.8,75.2,-2.3,12.5,3.3,-3.9
O=[N+]([O-])c1ccc(N/N=C/c2ccccc2)c(F)c1,-50.8,20.7,-25.8,89.3,-14.5,87.3,5.2*,6.2,2.4,-6.2
Cc1cccc(NC(=O)CCn2nc(C)cc2C)c1,-32.2,0.7,.,81.3,-0.6,95.1,-1.0,3.7,1.6,-19.3
O=C(COc1ccc(Cl)cc1)OCC(=O)N1CCCCCC1,-25.1,3.0,1.5,106.2,-0.5,103.4,-0.3,2.7,5.2,-5.5
CNc1oc(-c2ccc(C)cc2)nc1P(=O)(c1ccccc1)c1ccccc1,-39.3,5.7,-9.0,14.9,.,10.5,7.4*,-5.7,3.7,-1.1
CCSc1nc2sc3c(c2c(=O)[nH]1)CCc1ccccc1-3,-26.1,12.3,.,85.4,-9.0,92.4,-1.4,21.3,0.5,-0.7
CC(C)OC(=O)c1c(NC(=O)c2ccco2)sc2c1CCCCC2,-42.7,19.4,13.6,81.4,.,88.9,-1.6,-8.9,5.0,-8.0
COC(=O)C1CCN(C(=O)COC(=O)[C@@H]2CC(O)CN2S(=O)(=O)c2ccc3c(c2)OCCO3)CC1 (some centres undefined),-2.0,12.2,-18.7,110.5,0.5,101.5,0.1,2.7,-1.2,-3.1
COc1ccccc1-c1nnc(SC(C(=O)c2c[nH]c3ccccc23)c2ccccc2)n1C (centres undefined),-16.2,44.0,-9.4,41.1,-3.5,50.1,-3.4,0.8,-1.8,0.8
CC1=C(C)NC(=S)SC1,-15.9,26.4,5.8,95.4,-0.2,93.4,-3.0,-9.4,0.6,3.8
CC1/C(=N/O)CC(c2ccco2)NC1c1ccco1 (centres undefined),-23.1,4.7,2.3,96.3,-9.0,83.7,-1.1,3.0,0.3,5.0
CCCc1ccccc1OCCNC(C)=O,-26.0,13.4,5.8,95.6,-1.0,104.1,0.4,-3.4,-2.3,-7.9
CCn1c(SCC(=O)N2CCN(c3ccccc3)CC2)nnc1-c1cc2cc(Cl)ccc2o1,-4.8,2.0,8.2,73.7,-1.4,80.5,-1.9,0.0,1.7,-20.5
CN1CCN(C(=S)Nc2ccc(Cl)cc2Cl)CC1,-43.1,15.9,9.3,82.8,-0.5,85.4,1.0,-6.1,-1.4,2.6
CCOCCN1CCN(c2c(CC)c(C)nc3cc(-c4cc(OC)cc(OC)c4)nn23)CC1,-16.5,5.8,0.5,40.4,.,48.0,-3.6,-1.0,3.3,.
CSC1=NC2C(N1)N(C)C(=O)N2C (centres undefined),-46.0,6.0,-6.2,97.1,-0.3,95.7,0.8,-11.6,0.3,-2.0
COc1cc(-c2nnc(SCC(=O)OC3CCCCC3)o2)cc(OC)c1OC,-53.9,9.6,29.8,71.5,-1.5,63.4,-4.8,-8.3,4.0,-11.0
O=C(Cc1cccs1)NNC(=O)c1ccc(F)cc1,-0.2,27.4,.,90.4,-9.1,87.2,-2.4,5.3,2.9,-0.2
CO/N=C(/c1nonc1N)N1CCN(c2ccc([N+](=O)[O-])cc2)CC1,-55.3,13.8,-44.4,87.9,-1.9,94.8,-0.1,4.7,10.3,-6.6
CC1=C(C#N)C(=O)N(C)C(C)(C)C1,-10.3,5.8,9.6,107.1,-0.3,92.2,-3.2,-2.9,5.9,-16.8
Cc1cc(NC(=S)Nc2ccccc2)ccc1Br,-35.6,17.0,-2.5,83.6,5.4,89.3,-4.3,3.3,1.8,-11.2
Cc1cc(C(=O)NCc2ccc(S(N)(=O)=O)cc2)c(C)o1,-6.0,8.0,-6.8,99.7,1.3,102.3,-1.0,3.2,2.9,-8.4
O=C(/C=C/c1ccc([N+](=O)[O-])cc1)NCCSCc1ccco1,-28.0,2.4,.,96.6,-7.5,93.2,-2.6,-4.5,5.5,-1.1
CCCCC(=O)Nc1sc2c(c1C(N)=O)CCC2,-33.2,10.0,-54.0,88.8,-0.3,100.0,2.1,2.9,-0.4,-27.2
O=C(NCc1ccco1)c1cccc2ccccc12,8.4,2.0,58.6,100.6,-0.6,101.6,-2.2,-1.5,2.9,-8.9

Source: PubChem
